KB-V1 MDR tox – qHTS assay for MDR1-selective chemotherapeutics: Primary screen using the drug-selected MDR subline cells KB-V1 | 400,000 tested, 3.4% active | AID 1347076, 2019 | KB-V1 MDR cells viability, CellTiter-Glo, 72 h | Potency, µM (series often up to 46.1 µM), for the others: at the highest dose activity change, negative = cytotoxicity, hits mostly cytotoxic; also: nearly all actives have a fitted effect of over 60% in size
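Following 72 h at 37 degrees C with compound, KB-V1 cell viability was read by CellTiter-Glo luminescence, medium being phenol-red-free DMEM plus 10% FBS; concentration-response parameters came from normalized, curve-fitted qHTS data.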
KB-3-1 cytotox – qHTS assay for MDR1-selective chemotherapeutics: Primary screen using the parental adenocarcinoma cell KB-3-1; KB-3-1 viability, CellTiter-Glo ATP luminescence, 72 h; Potency, µM (series often up to 46.1 µM), without a hit: top-dose activity change, negative = cytotoxic, hits mostly cytotoxic; 400,000 tested, 1.4% active; also: nearly all actives have a fitted effect of over 60% in size
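Screening of KB-3-1 cells (DMEM, 10% FBS, phenol-red free) ran from lowest to highest compound concentration; after 72 h at 37 °C viability was read luminescently and curves fitted.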
ATXN2 expr inh – Primary qHTS for Inhibitors of ATXN expression. HEK-293 ATXN2-luciferase reporter, luminescence, 24 h. 360,000 tested, 0.72% active. Potency, µM (highest dose often 57 µM), for the others: at the top dose activity change, negative = inhibition, actives largely listed as inhibitors. AID 1745845, 2022; also: nearly all actives have a fitted effect of over 55% in size
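qHTS (up to 57 uM final) was run with 24 h compound exposure of reporter cells at 37 °C. Each well was multiplexed: SteadyGlo luminescence measured ATXN2-luciferase expression after a fluorogenic Gly-Phe-AFC viability readout (25 uM final).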
Active calls of the source: *; ? = inconclusive. Calls follow the shape of the dose curve; as a rule, active = well fitted curve in the direction sought with a large enough effect; inconclusive = small, poorly fitted or top-dose-only effect, or another doubt; inactive = no such curve, though single readings can be large; an effect the other way counts as inactive or inconclusive. % is scaled to controls: 0 for no effect and ±100 for the full control effect; potency is read from the fitted curve at half-maximal effect.

SMILES | KB-V1 MDR tox | KB-3-1 cytotox | ATXN2 expr inh
CCCCN(C)C(=O)Cn1cnc2sc(C)c(S(=O)(=O)N3CCC(C)CC3)c2c1=O | 3.7% | 10.6% | -5.6%
Clc1ccc(CN2CCC(CNc3ncnc4onc(-c5ccc(Cl)cc5)c34)CC2)cc1 | 0.0% | 1.6% | -36.0%
COc1ccc(OC)c(NC(=O)c2cc(C3CC3)nc3c2c(C)nn3-c2ccc(C)cc2)c1 | -1.4% | 5.8% | 5.2%
CCN1CCN(Cc2c(O)ccc3oc(C)c(C(=O)Nc4cccc(Cl)c4C)c23)CC1 | -2.7% | -6.0% | -1.8%
CCn1cc(C(=O)NCc2ccccc2Cl)c(=O)c2cc(S(=O)(=O)N3CCCCCC3)ccc21 | ? | 19.1% | 18.1%
CCC(=O)N1CCc2cc(CNC(=O)Nc3cc(OC)c(OC)c(OC)c3)ccc21 | -1.8% | 0.1% | -6.2%
Cc1ccc(Nc2nc3ccc(C)cc3nc2-n2nc(C)cc2C)c(C)c1 | 2.5% | 13.5% | 4.5%
CN(C)c1ccc(CNC(=O)C2CCCN(S(=O)(=O)c3ccc4c(ccn4C)c3)C2)cc1 (stereo not given) | ? | ? | -31.0%
O=C(CCCn1c(=O)[nH]c2ccc(Br)cc2c1=O)N1CCN(c2cccc(Cl)c2)CC1 | ? | ? | -28.2%
Cc1ccc2onc(CC(=O)N(C)c3ccccc3)c2c1 | 7.3% | 7.6% | 14.2%
COC(=O)c1c(NC(=O)CCCOc2ccc(C(C)(C)C)cc2)sc2c1CCC(C)C2 (stereo not given) | -4.6% | -15.3% | 3.4%
Cc1ccc(C(C)C)c(OCC(=O)Nc2c(C(=O)c3ccc(F)cc3)oc3ccccc23)c1 | 3.6% | 10.2% | -6.2%
CCOc1cccc(CC(=O)NCc2ccc3c(c2)CCN3C(=O)c2cccc(C)c2)c1OCC | ? | ? | ?
COc1ccc(S(=O)(=O)Nc2cccc(-c3ccc(N4CCCCCC4)nn3)c2)cc1F | 0.0% | -5.1% | 12.4%
CCOc1ccccc1NC(=O)Cn1c(=O)n(CC(=O)NCc2ccccc2Cl)c(=O)c2sccc21 | 4.2% | 21.1% | 13.2%
O=C(NCCc1csc(-c2ccc(F)cc2)n1)c1ccco1 | 0.9% | 9.3% | -17.1%
O=C(NCCCN1CCN(c2ccccc2F)CC1)C1COc2ccccc2C1 (stereo not given) | 10.1% | -4.6% | -1.5%
Cc1ccccc1CNC(=O)C(=O)NCC(c1cccs1)S(=O)(=O)c1cccs1 (stereo not given) | 5.1% | -4.6% | 5.2%
CCCN(CCC)C(=O)CSc1c2c(nc3ccc(Cl)cc13)CCCC2 | 0.0% | 7.8% | ?
Fc1ccc(-c2ccc(CNCCSc3nnnn3-c3ccccc3)o2)cc1Cl | 6.6% | 2.2% | 0.0%
Cc1ccc2cccc(NC(=O)c3ccc(C#N)cc3F)c2n1 | 6.2% | 1.1% | -3.8%
O=C(Nc1ccc2nc(SCCOc3ccccc3)sc2c1)c1ccc2c(c1)OCO2 | -1.6% | 12.4% | -5.8%
CCn1cc(C(=O)N2CCN(c3cc(Cl)ccc3C)CC2)c2cc(OC)c(OC)cc2c1=O | 1.9% | 1.5% | -10.5%
O=C(NCC(c1ccc2c(c1)OCO2)N1CCOCC1)c1ccccc1 (stereo not given) | -0.1% | 4.4% | 7.0%
COc1ccccc1NC(=O)N1CCN(Cc2nc3ccc(C)cc3o2)CC1 | 25.5% | 4.4% | 7.5%

(further entries)
SMILES | KB-V1 MDR tox | KB-3-1 cytotox | ATXN2 expr inh
Nc1ccc(O)cc1 | -15.3% | ? | -6.6%
CCc1ccc(-n2nc(C)c3c(C(=O)NCCc4ccc(OC)c(OC)c4)cc(C)nc32)cc1 | -3.0% | -10.4% | -31.0%
CC(=O)c1ccc(Nc2cc(C)nc3nc(Cc4ccc(Cl)cc4)nn23)cc1 | 2.3% | 8.5% | -5.3%
CCOC(=O)c1ccc(Nc2c(-c3ccc(O)cc3)nc3nc[nH]n23)cc1 | 17.9% | 12.6% | 13.3%
Cc1ccc(S(=O)(=O)Nc2cccc(-c3ccc(N4CCCC4)nn3)c2)c(C)c1 | -50.2% | ? | -10.2%
CCC(CO)NC(=O)C(=O)Nc1c2c(nn1-c1ccc(F)cc1)CSC2 (stereo not given) | -1.2% | 1.7% | 13.7%
O=C(NCC(c1ccc2c(c1)OCO2)N1CCN(c2ccccc2)CC1)C(=O)Nc1ccccc1 (stereo not given) | -0.6% | -0.8% | 0.4%
COc1cc(C)ccc1OCCSc1nc2ccc(NC(C)=O)cc2s1 | -6.2% | -9.4% | -16.8%
COc1ccc(Cn2ccc3nc(C)c(C(=O)Nc4ccc(OC)cc4OC)cc3c2=O)cc1 | -28.3% | -4.1% | 4.9%
CCC(=O)N1c2ccccc2CC1C(=O)NCc1ccc(OC(C)C)cc1 (stereo not given) | -6.4% | -16.0% | -6.7%
Cc1ccc(-c2nc3nc(C)cc(N4CCN(c5cc(Cl)ccc5C)CC4)n3n2)cc1 | 16.9% | 0.9% | -6.1%
CCOC(=O)CC(NC(=O)Cn1nnc(-c2ccc(C(F)(F)F)cc2)n1)c1ccc(C)cc1 (stereo not given) | ? | -11.8% | 0.9%
Cc1ccc(NC(=O)CN2C(=O)CSc3ccc(S(=O)(=O)N(C)C)cc32)c(C)c1 | -6.7% | 3.0% | 3.5%
Cc1ccc(O)c(NC(=O)c2ccc(Br)c(S(=O)(=O)N3CCCCC3)c2)c1 | ? | -29.7% | ?
Cc1cccc(C)c1-n1ncc(C(=O)NCCCN2CCC(C)CC2)c1C1CCN(C(=O)OC(C)(C)C)CC1 | -0.4% | ? | 10.5%
Cc1oc2ccc(O)c(CN3CCOCC3)c2c1C(=O)Nc1ccccc1 | 1.4% | 3.1% | -6.2%
CCc1ccc(CNC(=O)C(CC)n2ccc3cc(S(=O)(=O)N4CCCCC4)ccc32)cc1 (stereo not given) | 7.3% | -19.8% | 2.0%
CCCCN(CCCNC(=O)c1cc(Nc2ccc(OC)c(OC)c2)nc2ccccc12)Cc1ccccc1 | -27.3% | ? | ?
Cc1cccc(OCC(=O)Nc2ccc(C(=O)OCc3cc(=O)n4nc(C5CC5)sc4n3)cc2)c1 | 6.3% | 0.6% | 1.4%
COc1ccc(OC)c(NS(=O)(=O)c2ccc(Br)s2)c1 | ? | ? | -11.6%
CCCCOc1ccc(-c2nn(-c3ccccc3)cc2C2NC(=O)NC(C)=C2C(=O)OCC)cc1 (stereo not given) | 3.4% | -0.5% | -25.1%
CC(C)OCCCn1c(SCc2ccccc2Cl)nc2c(sc3ccccc32)c1=O | 10.7% | 0.5% | 10.5%
CCN(CC)C(=O)Cn1c(=O)n(-c2ccc(Cl)cc2)c(=O)c2c3c(sc21)CCCCC3 | -2.2% | 10.6% | 5.5%
COc1ccc(NC(=O)Cc2coc3cc(C)cc(C)c23)c(OC)c1 | -1.8% | -2.8% | -6.6%
Cn1c(=O)c2c(nc(NCc3ccccc3)n2Cc2ccccc2)n(C)c1=O | -7.3% | -20.0% | ?

An excerpt from above, showing only KB-3-1 cytotox:
| Structure | KB-3-1 cytotox |
| --- | --- |
| CC(C)OCCCn1c(SCc2ccccc2Cl)nc2c(sc3ccccc32)c1=O | 0.5% |
| CCC(CO)NC(=O)C(=O)Nc1c2c(nn1-c1ccc(F)cc1)CSC2 (stereo not given) | 1.7% |

Continued.
SMILES | KB-V1 MDR tox | KB-3-1 cytotox | ATXN2 expr inh
CCOc1ccc(-n2c(=O)c3c4c(sc3n(Cc3cccc(C)c3)c2=O)CCCC4)cc1 | ? | ? | 8.8%
Cc1ccc(NC(=O)Nc2c[nH]c(=O)[nH]c2=O)c(Cl)c1 | 3.7% | -5.8% | 1.3%
Cc1sc2ncn(CC(=O)N3CCN(c4ccccc4)CC3)c(=O)c2c1S(=O)(=O)N1CCN(c2ncccn2)CC1 | -6.9% | -0.3% | 10.4%
COCCNC(=O)CN1C(=O)COc2ccc(S(=O)(=O)N3CCCC3)cc21 | 5.1% | 0.0% | 10.5%
COc1ccccc1CNC(=O)c1ccc(-c2nc(CS(=O)c3ccccc3)c(C)o2)cc1 (stereo not given) | 1.0% | ? | -17.2%
COc1ccc(CCNC(=O)c2cc(-c3ccc(C)cc3)nc3n[nH]c(-c4ccc(F)cc4)c23)cc1OC | -5.6% | -0.4% | -18.1%
O=C(Nc1nnc(S(=O)(=O)N2CCCC2)s1)c1ccc(F)cc1 | 4.5% | -16.9% | 1.4%
COc1ccc(NC(=O)c2cccc3c(=O)c4c([nH]c23)CCCC4)cc1 | -8.2% | 8.8% | -3.7%
Cc1ccc(CN2C(=O)SC(Nc3ccc(Cl)cc3)C2=O)cc1 (stereo not given) | ? | 16.3% | ?
COc1cc(-c2nc3n(n2)C(c2ccc(F)cc2)C(C(N)=O)=C(C)N3)cc(OC)c1OC (stereo not given) | -0.6% | -7.0% | 8.6%
COc1ccc(NC(=O)Nc2cn(CC(C)C)c(=O)c3ccccc23)c(OC)c1 | 6.5% | 19.3% | 5.7%
COc1ccc(-c2ccc(NS(=O)(=O)c3ccc(C(C)=O)cc3)cc2)nn1 | 0.1% | -29.2% | 5.9%
COc1ccc(NC(=O)CSc2nc(-c3cccs3)cc(C(F)(F)F)n2)c(OC)c1 | -21.7% | -16.2% | 9.9%
CCCCn1c(C(C)NC(=O)c2ccccc2)nc2ccccc21 (stereo not given) | -8.4% | -33.0% | -2.6%
COc1ccc(OC)c(CCNC(=O)c2cc3c(-c4ccccc4F)nn(C)c3s2)c1 | -27.2% | ? | 25.1µM*
CCOCCOC(=O)c1ccc2c(c1)N(Cc1ccccc1C#N)C(=O)c1ccccc1S2(=O)=O | 2.9% | 1.4% | -5.4%
Cc1ccc(C)c(NC(=O)Cn2cc(C(=O)C3CCCCC3)c3ccccc32)c1 | ? | -1.8% | 0.9%
CCOC(=O)CSc1nc2ccc(NC(=O)c3ccc(Cl)cc3)cc2s1 | 5.8% | 10.7% | 7.9%
CCN(CC)c1ccc(NC(=O)C2CCCN(S(=O)(=O)c3ccc4c(c3)oc(=O)n4C)C2)c(C)c1 (stereo not given) | ? | 7.5% | 6.5%
Cc1ccc(CNC(=O)c2ccc3c(c2)CCN3S(=O)(=O)c2ccccc2)cc1 | 10.1% | 0.3% | 11.9%
CCCc1nc2ccccc2n2c(-c3ccc(C)cc3)c3c(=O)n(C)c(=O)n(C)c3c12 | 0.9% | -25.8% | 0.0%
CCOC(=O)c1c(NC(=O)c2ccc(F)cc2)sc2c1CCC(CC)C2 (stereo not given) | 15.0% | ? | 6.0%
Cc1cc(Br)ccc1NC(=O)Cn1cc(S(=O)(=O)N2CCN(c3ccccc3F)CC2)c2ccccc2c1=O | 16.8% | 11.9% | -0.1%
Cc1ccc(NS(=O)(=O)c2ccc3[nH]c4c(c3c2)CCCCCC4)cc1Cl | 0.3% | -10.9% | ?
CCOC(=O)c1ccc(NC(=O)C2CCCN(c3ccc(Sc4ccc(C)cc4)nn3)C2)cc1 (stereo not given) | 15.6% | 0.0% | 10.7%
Cc1ccc(CNC(=O)c2cc(NS(=O)(=O)c3ccc(C)cc3)ccn2)cc1 | 3.7% | -5.7% | 2.3%
Cc1cccc(C)c1NC(=O)c1cc(S(=O)(=O)N2CCc3ccccc3C2)ccc1F | -7.6% | 0.2% | -21.0%
Cc1ccc(NC(=O)CCC(=O)N2Cc3ccccc3Oc3ncccc32)c(C)c1 | 0.1% | 17.8% | -0.6%
CCc1ccc(-n2nc(C)c3c(C)cc(=O)n(CC(=O)NCc4ccc(C)cc4)c32)cc1 | -12.2% | 0.0% | -5.7%
COc1cc(Cl)c(NC(=O)CCS(=O)(=O)c2cc3c(cc2Cl)NC(=O)CO3)c(OC)c1 | 0.0% | -2.1% | 12.8%

Seven entries out of the list, sorted by length of the SMILES, high to low:
SMILES | KB-V1 MDR tox | KB-3-1 cytotox | ATXN2 expr inh
Cc1sc2ncn(CC(=O)N3CCN(c4ccccc4)CC3)c(=O)c2c1S(=O)(=O)N1CCN(c2ncccn2)CC1 | -6.9% | -0.3% | 10.4%
CCN(CC)c1ccc(NC(=O)C2CCCN(S(=O)(=O)c3ccc4c(c3)oc(=O)n4C)C2)c(C)c1 (stereo not given) | ? | 7.5% | 6.5%
CCc1ccc(-n2nc(C)c3c(C)cc(=O)n(CC(=O)NCc4ccc(C)cc4)c32)cc1 | -12.2% | 0.0% | -5.7%
COc1ccccc1CNC(=O)c1ccc(-c2nc(CS(=O)c3ccccc3)c(C)o2)cc1 (stereo not given) | 1.0% | ? | -17.2%
Cc1ccc(NS(=O)(=O)c2ccc3[nH]c4c(c3c2)CCCCCC4)cc1Cl | 0.3% | -10.9% | ?
COc1ccc(NC(=O)c2cccc3c(=O)c4c([nH]c23)CCCC4)cc1 | -8.2% | 8.8% | -3.7%
Cc1ccc(CN2C(=O)SC(Nc3ccc(Cl)cc3)C2=O)cc1 (stereo not given) | ? | 16.3% | ?

Screens: PubChem BioAssay, National Center for Advancing Translational Sciences (NCATS)

These rows are one share of the data; the hit share may differ from the screen's.
